TDP1 inh = blocks human tyrosyl-DNA phosphodiesterase 1. Q9NUW8. AID 485290. Potency, µM (highest dose often 130 µM), for inactives: at the highest dose activity change, negative = inhibition, usual class: inhibitors. recombinant TDP1, AlphaScreen DNA substrate cleavage. 350,000 tested, 0.28% active; further: nearly all actives have a fitted effect of over 40% in size
Target sequence (Q9NUW8 whole entry, looked up): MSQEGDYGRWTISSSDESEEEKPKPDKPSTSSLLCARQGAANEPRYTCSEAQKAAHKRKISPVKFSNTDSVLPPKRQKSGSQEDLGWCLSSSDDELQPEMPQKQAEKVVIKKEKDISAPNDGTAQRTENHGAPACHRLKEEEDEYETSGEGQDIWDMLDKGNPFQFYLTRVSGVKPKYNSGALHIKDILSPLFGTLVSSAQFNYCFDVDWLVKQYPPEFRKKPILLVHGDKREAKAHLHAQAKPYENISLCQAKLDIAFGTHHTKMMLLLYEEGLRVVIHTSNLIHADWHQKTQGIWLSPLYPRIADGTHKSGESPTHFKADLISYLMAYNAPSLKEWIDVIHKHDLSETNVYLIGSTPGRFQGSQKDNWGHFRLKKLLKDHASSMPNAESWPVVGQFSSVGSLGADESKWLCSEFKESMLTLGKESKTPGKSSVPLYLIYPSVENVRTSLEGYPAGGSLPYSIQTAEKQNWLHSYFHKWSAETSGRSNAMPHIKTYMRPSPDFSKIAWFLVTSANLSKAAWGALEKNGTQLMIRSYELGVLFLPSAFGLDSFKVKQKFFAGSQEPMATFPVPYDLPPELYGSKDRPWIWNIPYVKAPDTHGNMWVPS
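Signal: AlphaScreen proximity between streptavidin donor and anti-FITC acceptor beads on intact substrate. Reaction: Tdp1 1 nM, substrate 15 nM final, 5 min RT after 15 min compound preincubation.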
FEN1 inhibitor = human FEN1 inhibition | P39748 | Recombinant FEN1 flap cleavage, fluorescence, 15 min | Potency, µM (top dose mostly 114 µM), without a hit: at the top dose activity change, negative = inhibition, hits mostly inhibitors | 390,000 tested, 0.35% active; further: nearly all actives have a fitted effect of over 65% in size
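Quantitative HTS format: each compound was titrated, incubated with 10 nM nuclease for 15 min at room temperature, then challenged with flap substrate at 50 nM final. Signal change over 15 min gave concentration–effect curves.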
N370S GC mod = inhibitors or activators of N370S glucocerebrosidase for Gaucher disease; P04062; N370S GC spleen homogenate, 4MU-glucoside fluorescence; Potency, µM (series often up to 59.4 µM), without a hit: at the highest dose activity change, negative = inhibition, most hits filed as inhibitors; 330,000 tested, 0.092% active;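 further: 0% = full enzyme activity and -100% = no enzyme basal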
* hit, by the source's call; ? = inconclusive; . = no result given. The call rests on the fitted dose curve; in most records, active means well fitted curve in the direction sought with a large enough effect; inconclusive means small, poorly fitted or top-dose-only effect, or another doubt; inactive means no such curve, though single readings can be large; an effect the other way counts as inactive or inconclusive. Unless noted, on the % scale 0 is the no-effect control and ±100 the full control effect; potency means the concentration at half of the fitted maximal effect. An unsorted share of the library; any-hit rate near 0.53%.

Under each structure: TDP1 inh, FEN1 inhibitor, N370S GC mod
> OC(CN1C2=NCCN2c2ccccc21)c1ccc2c(c1)OCO2 (stereo unspecified)
 : -2%, -3%, -7%
> C#CCOCCOCCOCCNc1nc(N2CCOCC2)nc(N2CCN(C(=O)[C@H](CCCCN)n3cc([C@@H](N)C(C)CC)nn3)CC2)n1 (stereo partly specified)
 : 5%, -2%, 11%
> CCOC(=O)c1c(-c2cccs2)csc1N
 : 6%, -6%, -2%
> CCN(Cc1cc2cc(C)ccc2[nH]c1=O)C(=O)c1cccc(OC)c1
 : -1%, 3%, -15%
> O=C(NC1CC1)c1ccc(Cn2c(SCc3ccc(F)cc3)nc3cccnc32)cc1
 : 7%, -2%, .
> Cc1cc(NC(=O)CSc2nnc(C)o2)no1
 : 2%, 2%, -3%
> Cc1cc(C(=O)N/N=C/c2cccn2C)n[nH]1
 : -2%, 5%, 6%
> CN(C)c1ccc(-c2cc3ccccc3c(=O)o2)cc1
 : -5%, -5%, .
> CC1CCCC(C)N1C(=O)COC(=O)c1cc(S(=O)(=O)N2CCOCC2)ccc1Cl (stereo unspecified)
 : -1%, -1%, -1%
> O=C1/C(=C/c2cccc([N+](=O)[O-])c2)CSc2ccc(Cl)cc21
 : 6%, 0%, 0%
> CC(C(=O)Nc1ccc(C(F)(F)F)cc1)N(C)CC(=O)N1CCN(Cc2ccccc2)CC1 (stereo unspecified)
 : 2%, -8%, .
> CCCC(C(=O)NC(C)(C)C)N(CC1CCCO1)C(=O)c1snc(C(N)=O)c1N (stereo unspecified)
 : 8%, 3%, 4%
> O=C(Cc1ccc2c(c1)OCCO2)N1CCN(S(=O)(=O)c2cccc(Cl)c2Cl)CC1
 : 5%, -1%, 1%
> O=C(Nc1ccccc1N1CCCCC1)c1ccc(Cl)cc1
 : ., 0%, 5%
> CC1=C(/C=C/C(=C/C=C/C(C)=C/C(=O)O)c2ccc(C)cc2)C(C)(C)CCC1
 : 12%, ., -8%
> CC(=O)Nc1ccc2nc(-c3ccccc3)cn2c1
 : 5%, -1%, -5%
> Cc1ccc(Cl)cc1Nc1nc(-c2sc(NC(=O)c3ccccc3)nc2C)cs1
 : 13%, ., -13%
> CC1=C(C(=O)Nc2ccccc2)C(c2ccccn2)n2nc(CCCO)nc2N1 (stereo unspecified)
 : 6%, -3%, 3%
> Cc1ccc(S(=O)(=O)N(C)CC(=O)Nc2nc3ccccc3s2)cc1
 : 3%, -14%, ?
> COCCNC(=O)c1ccc(CS(=O)(=O)c2ccccc2)o1
 : -1%, 2%, 2%

The last three entries of the part before are carried over, then new ones follow.
Under each structure: TDP1 inh, FEN1 inhibitor, N370S GC mod
> CC1=C(C(=O)Nc2ccccc2)C(c2ccccn2)n2nc(CCCO)nc2N1 (stereo unspecified)
 : 6%, -3%, 3%
> Cc1ccc(S(=O)(=O)N(C)CC(=O)Nc2nc3ccccc3s2)cc1
 : 3%, -14%, ?
> COCCNC(=O)c1ccc(CS(=O)(=O)c2ccccc2)o1
 : -1%, 2%, 2%
> Clc1ccccc1N=C1NN=C(c2cccs2)CS1
 : 0%, -3%, 11%
> O=C(CN1C(=O)C2(SCC(=O)N2c2ccc(F)c(F)c2)c2ccccc21)Nc1ccccc1F (stereo unspecified)
 : 2%, -4%, .
> CC(C)(C)NC(=O)C(=O)NN=C1CCCCCCCCCCC1
 : 5%, 12%, 7%
> COc1ccc(Cc2nc(=S)[nH][nH]2)cc1Br
 : 10%, 6%, -9%
> COc1cc(C2=NOC(C(=O)N3CCCCCC3)C2)cc(OC)c1OC (stereo unspecified)
 : 3%, -4%, 7%
> COc1ccc(/C(N)=N/OC(=O)CSc2ccc(C)cc2)cc1
 : -4%, -23%, -8%
> COc1ccc(CCNC(=O)C2CCCN(S(=O)(=O)c3ccc4c(c3)oc(=O)n4C)C2)cc1OC (stereo unspecified)
 : -4%, -10%, .
> OCCC1CN(Cc2ccc3cccc(F)c3n2)CCN1Cc1ccccc1 (stereo unspecified)
 : ., 15%, -13%
> CCN(C(=O)CSc1ncnc2c1cnn2-c1ccccc1)C1CCS(=O)(=O)C1 (stereo unspecified)
 : 3%, -3%, -23%
> Cc1cccc(NC(=O)CN(C)S(=O)(=O)c2ccc3c(c2)n(C)c(=O)c(=O)n3C)c1C
 : 1%, 15%, 2%
> CCOc1ccccc1NC(=O)c1c(NCc2ccc(C)o2)sc2c1CCCCC2
 : 6%, -7%, .
> Nc1ccc2nc(SCC(=O)c3ccccc3)sc2c1
 : 9%, -5%, 2%
> COc1ccc2c(c1)OC[C@H]1[C@H]2N2C(=O)c3cc(C)ccc3NC(=O)[C@@]2(C)[C@H]1c1ccccc1
 : 1%, -6%, .
> CCc1ccccc1N1CC(C(=O)Nc2nccs2)CC1=O (stereo unspecified)
 : ?, -1%, 4%
> CN1CCN(C(=O)c2cc3ccccc3[nH]2)CC1
 : ., 23%, 1%
> CCOC(=O)Cn1c(=O)n(CC2CCCO2)c2nc(-c3cccc(C)c3)nc(C(N)=O)c21 (stereo unspecified)
 : -2%, -3%, .
> COc1ccccc1NC(=O)COC(=O)Cc1c[nH]c2ccccc12
 : 8%, -3%, 3%

Quoted at random: 2 compounds from above, in no set order.
Under each structure: TDP1 inh, FEN1 inhibitor, N370S GC mod
> COc1ccc(CCNC(=O)C2CCCN(S(=O)(=O)c3ccc4c(c3)oc(=O)n4C)C2)cc1OC (stereo unspecified)
 : -4%, -10%, .
> Clc1ccccc1N=C1NN=C(c2cccs2)CS1
 : 0%, -3%, 11%

Compounds from the list above that have an NH in an aromatic ring:
Under each structure: TDP1 inh, FEN1 inhibitor, N370S GC mod
> CCN(Cc1cc2cc(C)ccc2[nH]c1=O)C(=O)c1cccc(OC)c1
 : -1%, 3%, -15%
> Cc1cc(C(=O)N/N=C/c2cccn2C)n[nH]1
 : -2%, 5%, 6%
> COc1ccc(Cc2nc(=S)[nH][nH]2)cc1Br
 : 10%, 6%, -9%
> CN1CCN(C(=O)c2cc3ccccc3[nH]2)CC1
 : ., 23%, 1%
> COc1ccccc1NC(=O)COC(=O)Cc1c[nH]c2ccccc12
 : 8%, -3%, 3%

Complete entries, looked up by structure. Order of screens: TDP1 inh | FEN1 inhibitor | N370S GC mod
Entry for CCOC(=O)Cn1c(=O)n(CC2CCCO2)c2nc(-c3cccc(C)c3)nc(C(N)=O)c21 (stereo unspecified) : -2% | -3% | .
Entry for Cc1cccc(NC(=O)CN(C)S(=O)(=O)c2ccc3c(c2)n(C)c(=O)c(=O)n3C)c1C : 1% | 15% | 2%
Entry for COc1ccc(/C(N)=N/OC(=O)CSc2ccc(C)cc2)cc1 : -4% | -23% | -8%
Entry for COc1ccccc1NC(=O)COC(=O)Cc1c[nH]c2ccccc12 : 8% | -3% | 3%
Entry for COc1cc(C2=NOC(C(=O)N3CCCCCC3)C2)cc(OC)c1OC (stereo unspecified) : 3% | -4% | 7%
